# DT40 TDP1 no CPT: qHTS for Inhibitors of human tyrosyl-DNA phosphodiesterase 1 (TDP1): qHTS in cells in absence of CPT; DT40 Tdp1-/- hTDP1 cells, no CPT, ATP luminescence, 48 h; Potency, µM (highest dose often 46.2 µM), without a hit: at the top dose activity change, negative = growth inhibition, most hits filed as inhibitors; 420,000 compounds, 15% hits; also: nearly all actives have a fitted effect of over 55% in size
#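 Chicken DT40 Tdp1-/- cells complemented with human TDP1, screened without camptothecin (DMSO vehicle only), 400 cells/well. Compounds pin-transferred, cells incubated at 37 °C for at least 48 hr. Growth read as ATP-dependent luminescence (CellTiter-Glo, 30 min at RT).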
# DT40 TDP1 CPT: qHTS for Inhibitors of human tyrosyl-DNA phosphodiesterase 1 (TDP1): qHTS in cells in presence of CPT; AID 686979, 2013; 420,000 compounds, 12% hits; Potency, µM (series often up to 46.2 µM), without a hit: top-dose activity change, negative = growth inhibition, actives largely listed as inhibitors; chicken DT40 Tdp1-/-;hTDP1 cells + 20 nM CPT, ATP luminescence, 48 h; also: nearly all actives have a fitted effect of over 55% in size
#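 Cell growth measured by CellTiter-Glo luminescence after a minimum 48 h, 37 C compound exposure with 20 nM CPT in Tdp1-knockout DT40 cells stably expressing hTDP1, seeded 400/well; qHTS titration format.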
# TDP1 block: qHTS Assay for Inhibitors of Tyrosyl-DNA Phosphodiesterase (TDP1) | Tyrosyl-DNA phosphodiesterase 1 (Homo sapiens), Q9NUW8 | recombinant TDP1, AlphaScreen DNA substrate cleavage | Potency, µM (titrated, usually from 130 µM), inactives show at the highest dose activity change, negative = inhibition, actives largely listed as inhibitors | 350,000 compounds, 0.28% hits | AID 485290, 2010; also: nearly all actives have a fitted effect of over 40% in size
# Target sequence (Q9NUW8 whole entry, looked up): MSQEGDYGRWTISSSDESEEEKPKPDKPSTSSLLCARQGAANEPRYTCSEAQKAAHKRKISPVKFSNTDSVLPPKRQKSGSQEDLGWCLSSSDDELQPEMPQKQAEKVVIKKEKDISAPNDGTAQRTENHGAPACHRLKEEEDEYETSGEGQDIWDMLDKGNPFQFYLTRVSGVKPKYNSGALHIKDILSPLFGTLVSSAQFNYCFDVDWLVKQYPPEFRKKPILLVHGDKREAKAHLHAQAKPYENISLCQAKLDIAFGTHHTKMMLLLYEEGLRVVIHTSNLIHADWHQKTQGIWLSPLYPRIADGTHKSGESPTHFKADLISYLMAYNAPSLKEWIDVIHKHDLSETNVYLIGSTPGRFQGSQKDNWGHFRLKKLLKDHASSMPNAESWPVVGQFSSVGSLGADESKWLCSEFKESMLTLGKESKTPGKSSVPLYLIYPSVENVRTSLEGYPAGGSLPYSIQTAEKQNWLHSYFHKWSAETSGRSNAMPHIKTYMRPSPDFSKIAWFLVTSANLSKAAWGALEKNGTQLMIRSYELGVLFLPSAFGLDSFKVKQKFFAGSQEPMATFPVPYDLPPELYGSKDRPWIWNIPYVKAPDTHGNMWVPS
#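 E. coli-derived human Tdp1, 1 nM final. Cpd preinc 15 min RT; substrate 15 nM final, 5 min RT; AS bead mix 10 ug/ml final, 10 min RT. Signal loss = tyrosine-FITC cleavage. No-enzyme wells = max signal.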
# Numbers without * were called inactive; ? = inconclusive; nt = no result given; [ ] = remark or other dose. Calls follow the shape of the dose curve; as a rule, active = well fitted curve in the direction sought with a large enough effect; inconclusive = small, poorly fitted or top-dose-only effect, or another doubt; inactive = no such curve, though single readings can be large; an effect the other way counts as inactive or inconclusive. % is scaled to controls: 0 for no effect and ±100 for the full control effect; potency is read from the fitted curve at half-maximal effect.
SMILES	DT40 TDP1 no CPT	TDP1 block	DT40 TDP1 CPT
O=C(/C=C/c1ccco1)Nc1ccc2c(c1)OCO2	?	2%	?
COc1cccc(-c2[nH]nc3c2C(c2ccoc2)C(C#N)=C(N)O3)c1 (configuration not stated)	-23%	-8%	-26%
CNc1cnc(-c2ccsc2)cn1	1%	nt	7%
COc1ccc(Cl)cc1C(=O)NNC1CC(=O)N(Cc2ccc(Cl)cc2)C1=O (configuration not stated)	-24%	5%	-3%
CN1CCc2c1nc1ccccc1c2NC(=O)CN1CCCC1	?	nt	-5%
C(=C1C=c2ccccc2=C1)c1ccc(N=Nc2ccc(C=C3C=c4ccccc4=C3)cc2)cc1	-11%	nt	-8%
COc1cccc(Cn2c(=O)c(-c3cccc(C#N)c3)nc3cnc(N4CCOCC4)nc32)c1	1%	nt	-6%
O=C1CCC/C1=C/Nc1cccc(F)c1	?	nt	?
CC(C)(C)c1ccc(C(=O)Nc2cccc([N+](=O)[O-])c2)cc1	18µM*	5%	16µM*
CCOc1ccccc1C(=O)NC1CC2CCCC(C1)N2Cc1ccccc1 (configuration not stated)	?	1%	?
O=C(Nc1ncccn1)c1cc(-c2cccc(Br)c2)nc2ccccc12	?	4%	?
CCOC(=O)c1[nH]c(C)c(C(=O)N(C)Cc2ccccc2)c1C	?	2%	?
O=c1c2c([N+](=O)[O-])cc([N+](=O)[O-])cc2sn1-c1ccc(Br)cc1	?	10%	10µM*
CC(C)(C)[C@H]1C=C(C(=O)N2CCN(Cc3ccc4c(c3)OCO4)CC2)O[C@@H](OCCCCO)C1	-18%	4%	?
COc1cc(NC(=O)[C@H]2O[C@@H](n3ccc(N)nc3=O)[C@H](O)[C@@H]2O)cc(OC)c1OC	9%	nt	7%
Cc1nc(CSc2nc3[nH]ncc3c(=O)n2-c2ccccc2)cs1	-3%	4%	-13%
O=C(O)C1CC2CCC1CC2 (configuration not stated)	-9%	nt	1%
COc1ccccc1-c1cccc(-c2nc(C(=O)N3CCCCC3)cc3c2[C@@H](CCO)N(S(=O)C(C)(C)C)C3)c1 (some centres not stated)	?	nt	0%
CCn1c(=N)n(CC(=O)c2ccc(OC)cc2)c2ccccc21	?	6%	?
CSc1nc(NC(C)=O)nc(C)c1Br	-21%	5%	-18%

# Given as labelled records: entries from further up
O=C(Nc1ncccn1)c1cc(-c2cccc(Br)c2)nc2ccccc12
  DT40 TDP1 no CPT: ?
  TDP1 block: 4%
  DT40 TDP1 CPT: ?

CCOC(=O)c1[nH]c(C)c(C(=O)N(C)Cc2ccccc2)c1C
  DT40 TDP1 no CPT: ?
  TDP1 block: 2%
  DT40 TDP1 CPT: ?

O=c1c2c([N+](=O)[O-])cc([N+](=O)[O-])cc2sn1-c1ccc(Br)cc1
  DT40 TDP1 no CPT: ?
  TDP1 block: 10%
  DT40 TDP1 CPT: 10µM*

CC(C)(C)[C@H]1C=C(C(=O)N2CCN(Cc3ccc4c(c3)OCO4)CC2)O[C@@H](OCCCCO)C1
  DT40 TDP1 no CPT: -18%
  TDP1 block: 4%
  DT40 TDP1 CPT: ?

# (further entries)
SMILES	DT40 TDP1 no CPT	TDP1 block	DT40 TDP1 CPT
O=C(O)CN=CC1=C(O)CC(c2ccccc2)CC1=O (configuration not stated)	-5%	nt	2%
COC(=O)C1CCN(C(=O)C2CC(=O)N(c3ccc(C)c(Cl)c3)C2)CC1 (configuration not stated)	-10%	nt	0%
COCCNC(=O)c1ccc2c(c1)N=C(C)c1cc(C)ccc1S2	0.46µM*	-9%[12.3 µM]	0.52µM*
Cc1cc(C)cc(NC(=O)COC(=O)CCC2CCCC2)c1	3%	-14%	0%
O=C(CCS(=O)(=O)CCN1CCOCC1)NCNC(=O)CCS(=O)(=O)CCN1CCOCC1	5%	-6%	4%
OCC1(Cc2ccccc2C(F)(F)F)CCN(Cc2cccc3cnccc23)CC1	?	3%	-5%
Cc1ccc(-n2ncc3c(NCCCn4ccnc4)ncnc32)c(C)c1	?	4%	?
COc1ccccc1CNS(=O)(=O)c1c(C(=O)N2CCC(C)CC2)c(C)n(C)c1C	-23%	1%	-10%
COc1cc(NC(=O)c2ccc(COCC(F)(F)F)o2)cc(OC)c1OC	?	6%	-21%
COc1cc(C2c3c(-c4ccccc4O)n[nH]c3C(=O)N2Cc2ccncc2)ccc1O (configuration not stated)	-7%	2%	-6%
C#CCNC(=O)c1ccc2sc([C@@H]3O[C@H](CO)[C@H](O)[C@H](O)[C@H]3O)nc2c1	13%	nt	-9%
Cc1ccccc1OCC(=O)NNC(=O)CSc1nc(N)cc(N)n1	?	7%	?
CCOC(=O)c1c(NC(=O)CC2SC(N)=NC2=O)sc(C)c1C (configuration not stated)	-40%	6%	23µM*
Cc1ccccc1CS(=O)(=O)Cc1ccc(C(=O)NCc2cccnc2)o1	-12%	4%	-8%
CCOC(=O)c1cnc2c(-c3ccc(F)cc3)cnn2c1C(F)(F)F	?	3%	?
O=C(Nc1cccc(C(F)(F)F)c1)C1CC(=O)N(Cc2ccco2)C1 (configuration not stated)	-15%	nt	0%
COc1cccc(-n2c(Cc3cc(=O)[nH]c(=O)[nH]3)nnc2SCc2cccc(C(F)(F)F)c2)c1	13%	2%	-4%
CCn1cc(C(=O)NCCCN(C)C)c(=O)c2cc(F)c(N3CCN(C)CC3)cc21	-11%	0%	0%
CCC(C)[C@@H](N)C(=O)N/N=C/c1cccc2nccnc12 (some centres not stated)	?	5%	-3%
CCN(CC(=O)Nc1ccc2c(c1)OCCO2)C(=O)c1cccc(OCC(C)C)c1	?	7%	-27%
O=C(Cn1ncc2c3ccccc3n(Cc3ccc(F)cc3)c2c1=O)NCCC1=CCCCC1	-19%	-3%	-15%
CCc1ccc(-c2nn(CC(=O)NC3CCCCC3)c3c2cnc2ccc(F)cc23)cc1	11%	2%	-12%
CC1(C(=O)NS(=O)(=O)c2ccccc2Cl)CCN1C(=O)C/C=C/c1ccccc1 (configuration not stated)	3%	nt	-9%
CCc1ccccc1N(CC)C(=O)c1cn(CC)c(=O)c2cc(OC)c(OC)cc12	21µM*	7%	?
O=C(CNC1CCCCC1)NCC1(c2ccccc2)CCCC1	23µM*	8%	?
CC(=O)NCCCC(=O)NN1C(=S)N(Cc2ccccc2)C(=O)C1CC(=O)Nc1cccc(C)c1 (configuration not stated)	2%	5%	-6%
CCCCNC(=O)C(NS(=O)(=O)c1cccc2nsnc12)c1ccccc1 (configuration not stated)	-3%	5%	-8%
COc1ccccc1N(C)S(=O)(=O)c1ccc(C(=O)OCC(=O)N2CCCCCC2)cc1	-26%	5%	0%
CCCCc1ncc(CN2CCC(n3nccc3NC(=O)c3ccccc3Cl)CC2)[nH]1	3%	3%	-22%
O=C(COc1ccccc1)Nc1ccc(F)cc1	?	nt	-2%
O=C(Nc1sc2c(c1C(=O)NCc1ccccc1)CCCC2)c1cc(=O)c2ccccc2o1	?	2%	-1%
Cn1c(CNC(=O)c2ccco2)nnc1SCC(=O)Nc1ccccc1Cl	2%	-2%	-11%
O=C(c1ccco1)N1CCN(S(=O)(=O)c2ccc(Br)cc2)CC1	-29%	nt	-24%
CS(=O)(=O)Nc1ccccc1C(=O)NCc1ccccc1Cl	-5%	5%	-4%
CCOC(=O)Cc1csc(NC(=S)NC(=O)c2cc(OC)c(OC)c(OC)c2)n1	12µM*	8%	?
CC(=O)N1CCC(N(Cc2ccco2)C(=O)Nc2ccc(Br)cc2F)CC1	-24%	-2%	-12%
Brc1ccc(Cn2c(-c3ccc(Br)o3)nc3ccccc32)o1	?	5%	?
CC1Cc2ccccc2N1c1nc(C2CC2)nc2c1nnn2Cc1ccccc1 (configuration not stated)	?	3%	-19%
O=C(Cc1coc(-c2ccc(F)cc2)n1)Nc1ccccc1	-20%	4%	-7%
Cc1ccc(S(=O)(=O)N2CCN(C(=O)c3cccc(-n4cccc4)c3)CC2)cc1	?	-21%	16µM*
CCOCCCNC(=O)CCc1nnc2ccc(N3CCCCC3)nn12	-21%	nt	5%
CCN(c1ccccc1)S(=O)(=O)c1ccc(C(=O)N2CCCC(C(F)(F)F)C2)cc1 (configuration not stated)	23µM*	0%[0.505 µM]	8.2µM*
Cc1cccc(NC(=O)CSc2nc3sc(C)cc3c(=O)n2C)c1	23µM*	nt	?
CN1C(=O)N(CC(=O)N2CCN(c3ccccc3F)CC2)C(=O)C12CCCCC2	4%	1%	3%
CCC1CCC/C1=N\NC(=O)CCC(=O)Nc1ccccc1Cl (configuration not stated)	-1%	5%	-5%
COc1ccc(CN2CC[C@H]3C=CC[C@@H](C(=O)NCCc4ccccc4)[C@H]3C2=O)cc1OC	?	nt	14µM*
S=C(Nc1ccccc1)N1N=C(c2cccs2)CC1c1cccs1 (configuration not stated)	?	nt	?
Cc1ccc(NC(=O)C2CC(=O)N(Cc3ccco3)C2)cc1 (configuration not stated)	4%	nt	10%
CCCCn1c(N)c(N(C(=O)CSc2nncn2-c2ccccc2C)C2CCCC2)c(=O)[nH]c1=O	24%	nt	2%
O=C(N/N=C\c1cn[nH]c1-c1ccc(Cl)cc1)c1cccs1	-28%	nt	-24%

# Three entries from above in a different format:
> CCCCNC(=O)C(NS(=O)(=O)c1cccc2nsnc12)c1ccccc1 (configuration not stated)
  DT40 TDP1 no CPT: -3%
  TDP1 block: 5%
  DT40 TDP1 CPT: -8%
> COc1ccccc1N(C)S(=O)(=O)c1ccc(C(=O)OCC(=O)N2CCCCCC2)cc1
  DT40 TDP1 no CPT: -26%
  TDP1 block: 5%
  DT40 TDP1 CPT: 0%
> CCCCc1ncc(CN2CCC(n3nccc3NC(=O)c3ccccc3Cl)CC2)[nH]1
  DT40 TDP1 no CPT: 3%
  TDP1 block: 3%
  DT40 TDP1 CPT: -22%

# Further records follow.
SMILES	DT40 TDP1 no CPT	TDP1 block	DT40 TDP1 CPT
Cc1ccc(NC(=O)CCN2C(=O)c3ccncc3C2=O)cc1	-26%	4%	-21%
O=C(NCC1(N2CCCCC2)CCCCC1)c1cccc(S(=O)(=O)Nc2ccccc2Cl)c1	?	nt	?
CCOCCOC(=O)c1cccc2c1-c1ccccc1C2=O	5%	nt	-19%
Cc1c(/C=N\NC(=O)C2COc3ccccc3O2)c2ccccc2n1C (configuration not stated)	0.92µM*	11%	0.73µM*
CCCCn1c(N)c(N(CCOC)C(=O)CCCn2c(=O)oc3ccccc32)c(=O)[nH]c1=O	4%	nt	-22%
Cc1ccc(NC(=O)Nc2ccc3c(c2)CCC3)c(C)c1	21%	3%	-19%
O=C1N=c2ccc([N+](=O)[O-])cc2=C1c1sc(=O)[nH]c1O	?	6%	?
Cc1ccc(NC(=O)CSc2nnc(C3CC3)n2C)cc1S(=O)(=O)N1CCCCC1	-6%	3%	-6%
CN(C)CCCN1CC(=O)N2[C@@H](Cc3c([nH]c4ccccc34)C2(C)C)C1=O	-1%	nt	-7%
O=C(Cn1ccc([N+](=O)[O-])n1)NCc1ccccc1	-1%	nt	8%
CSc1ccccc1NC(=O)COc1ccccc1Cl	-22%	-8%	4%
CCOCCCNC(=O)C(c1ccc(C)cc1)N(Cc1ccc2c(c1)OCO2)C(=O)c1ccccc1O (configuration not stated)	16µM*	9%	23µM*
Cc1cccc(NC(=O)Nc2ccccn2)c1C	8%	nt	-23%
COc1ccccc1CN(CC(=O)NCc1ccc2c(c1)OCO2)C(=O)c1ccc2c(c1)OCCO2	21µM*	9%	?
COc1ccc(OC)c(NS(=O)(=O)c2cc(OC)ccc2OC)c1	-22%	5%	-15%
COc1cccc(C(C)(O)c2nc(-c3cccc(C(F)(F)F)c3)cs2)c1 (configuration not stated)	?	nt	?
COc1ccc(Cn2ccc3nc(C)c(C(=O)Nc4ccc(F)cc4)cc3c2=O)cc1	-17%	5%	-9%

# Screens deposited in PubChem by National Center for Advancing Translational Sciences (NCATS).

# Not a hit list (roughly 18% active in at least one column).
